PAD4 inh: blocks human protein arginine deiminase 4 | recombinant PAD4, RCA probe fluorescence polarization | inhibition, % at 6.36 µM | 0.41% of 330,000 active | AID 485272 | Q9UM07;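 active means percent inhibition above a cutoff equal to the mean of all tested compounds plus 3 SD, cut at about 15% in these data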;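 further: 0% = PAD4 with RCA probe and DMSO and 100% = probe without PAD4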
Target sequence (Q9UM07 whole entry, looked up): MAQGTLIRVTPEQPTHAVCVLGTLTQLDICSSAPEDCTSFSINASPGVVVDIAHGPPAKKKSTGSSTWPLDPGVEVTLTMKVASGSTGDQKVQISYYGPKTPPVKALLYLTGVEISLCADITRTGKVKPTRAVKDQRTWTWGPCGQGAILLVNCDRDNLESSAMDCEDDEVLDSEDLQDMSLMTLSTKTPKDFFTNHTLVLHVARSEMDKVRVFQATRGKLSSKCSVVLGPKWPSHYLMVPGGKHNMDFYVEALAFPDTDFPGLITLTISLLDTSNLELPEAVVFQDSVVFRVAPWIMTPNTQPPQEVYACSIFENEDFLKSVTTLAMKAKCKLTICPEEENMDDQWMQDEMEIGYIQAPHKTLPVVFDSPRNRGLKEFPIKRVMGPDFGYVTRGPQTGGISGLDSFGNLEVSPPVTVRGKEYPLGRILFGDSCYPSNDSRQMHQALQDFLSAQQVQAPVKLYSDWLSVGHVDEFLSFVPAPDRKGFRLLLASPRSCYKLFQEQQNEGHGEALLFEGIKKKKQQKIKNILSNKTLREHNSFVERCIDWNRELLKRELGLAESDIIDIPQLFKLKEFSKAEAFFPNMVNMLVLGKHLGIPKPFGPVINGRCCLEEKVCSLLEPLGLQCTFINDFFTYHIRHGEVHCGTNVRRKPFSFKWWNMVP
PME-1 inh: PME-1 (human) inhibition. recombinant PME-1, FP-Rh probe fluorescence polarization. inhibition, % at 5.9 µM. 0.53% of 320,000 active. AID 2130;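 active means inhibition above the campaign mean of all compounds plus 3 SD, cut at about 26% in these data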;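 further: competitive labeling of PME-1 active site by serine hydrolase directed probe; 0% = PME-1 with DMSO and 100% = wells lacking PME-1 enzyme; inhibitors block probe labeling so polarization falls and inhibition rises; many of its hits are not listed in these tables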
GLD-1 RNA inh: GLD-1-TGE RNA interaction inhibition (C. elegans). Q17339. purified GLD-1 + fluorescein TGE RNA, fluorescence polarization. inhibition, % at 5.96 µM. 0.44% of 320,000 active. AID 2280;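 active means percent inhibition above a per-plate cutoff, the plate mean of test compounds plus 3 SD, cut at about 30% in these data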;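 further: 0% = DMSO wells with GLD-1 and probe and 100% = wells lacking GLD-1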
Bcl-xL primary: blocks human Bcl-xL binding to Bim BH3 peptide. Q07817. GST-Bcl-xL / FITC-Bim BH3 peptide fluorescence polarization. inhibition, % at 10.9 µM. 0.7% of 320,000 active;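 active means inhibition above the mean of all tested compounds plus 3 SD, cutoff set per campaign, cut at about 30% in these data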;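 further: 0% = DMSO wells and 100% = unlabeled Bim-BH3 peptide competitor; inhibitors lower millipolarization by displacing the labeled peptide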
Target sequence (Q07817 whole entry, looked up): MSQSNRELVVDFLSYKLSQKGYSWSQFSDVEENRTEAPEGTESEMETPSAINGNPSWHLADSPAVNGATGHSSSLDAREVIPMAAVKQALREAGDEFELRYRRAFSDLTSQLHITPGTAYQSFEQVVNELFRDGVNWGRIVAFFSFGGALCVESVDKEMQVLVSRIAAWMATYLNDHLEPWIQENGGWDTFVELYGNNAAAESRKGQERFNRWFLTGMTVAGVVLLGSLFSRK
MCL1 BIM primary: disrupts human MCL1 binding to BIM-BH3 peptide; Q07820; GST-MCL1 / FITC-Bim-BH3 fluorescence polarization; inhibition, % at 10.9 µM; 0.68% of 320,000 active; AID 2057;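 active means inhibition above the mean inhibition of all tested compounds plus 3 SD, set per campaign, cut at about 40% in these data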;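 further: 0% = DMSO wells and 100% = unlabeled Bim-BH3 peptide control; higher means more loss of mP so more displacement of Bim peptide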
Fam108B inh: counter-screen for RBBP9 inhibitors: inhibitors of mouse Fam108B; recombinant Fam108B, FP-Rh probe fluorescence polarization; inhibition, % at 9.51 µM; 0.33% of 300,000 active; AID 1947;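 active means inhibition above the screen mean inhibition plus 3 SD, computed separately per campaign, cut at about 18% in these data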;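 further: inhibitors lower polarization as less probe binds the enzyme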
TPT1 inh: inhibitors of Candida albicans tRNA 2'-phosphotransferase TPT1. 0.81% of 300,000 active. recombinant caTPT1, FP RNA substrate dephosphorylation. inhibition, % at 5 µM;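 active means inhibition above the mean of all tested compounds plus 3 SD, set per screening campaign, cut at about 24% in these data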;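 further: plate controls were DMSO alone for no effect and ferristatin control at 100 nM for full effect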
MEX-5 binding: C. elegans MEX-5 TCR-2 RNA binding activity; Q9XUB2; MEX-5/FITC-TCR2 RNA binding, fluorescence polarization; stronger effect = lower value; activity score (negative = inhibition of binding), % at 10 µM; 0.38% of 300,000 active; AID 1832;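 active means inhibition past about -25% in most replicates, and total fluorescence under double the plate's negative control median, limit read from the data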;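 further: 0% = DMSO and -100% = 5 µM competing unlabeled TCR2 RNA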
GSTO1 counter: GSTO1 inhibition, counter-screen for RBBP9 inhibitors | P78417 | inhibition, % at 5.96 µM | recombinant GSTO1, activity-based probe fluorescence polarization | AID 1974 | 1.1% of 300,000 active;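 active means inhibition above the campaign mean inhibition plus 3 SD, cut at about 35% in these data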;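 further: 0% = GSTO1-1 with DMSO and 100% = wells lacking GSTO1-1 enzyme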
* marks the source's active call; other numbers are inactive results; / = no result given.

Below each SMILES – PAD4 inh, PME-1 inh, GLD-1 RNA inh, Bcl-xL primary, MCL1 BIM primary, Fam108B inh, TPT1 inh, MEX-5 binding, GSTO1 counter
1. CCOC(=O)C1CCN(c2ncnc3c2oc2ccccc23)CC1
    -1, -3, 5, -1, 1, 0, 2, 0.2, -3
2. Nc1cnc(-c2ccccc2)nc1Cl
    -3, 6, -4, 5, 0, 0, 2, -0.2, 1
3. CCOc1ccc(C2C(C(=O)c3ccco3)=C(O)C(=O)N2CCN2CCOCC2)cc1OCC (configuration not stated)
    0, 0, 3, 10, -3, -2, 0, 0.4, 9
4. CCOC(=O)c1c(NC(=O)c2ccc(Cl)cc2)csc1C
    -1, -3, 3, -1, -5, 0, 1, -0.2, 3
5. CC(=O)NCCC(=O)Nc1cc(S(=O)(=O)Nc2ccc(Cl)cc2)ccc1N1CCCC1
    -3, 3, -5, 8, 10, 2, -1, 1.5, 10
6. COc1ccccc1N1CC=C(c2cccc([N+](=O)[O-])c2)NC1=O
    -1, 3, 4, -3, 5, 1, 0, 1.5, 10
7. O=C(CSc1nc2ccccc2nc1N1CCOCC1)Nc1ccccc1F
    1, 5, -1, 6, 6, 4, -2, 1.3, -3
8. COCCCN1C(=O)/C(=C\c2cccs2)C(C(=O)OC)=C1C
    -6, 6, -3, 2, 4, -8, 3, -1.3, -2
9. Cc1ccc(C(C)C)c(OCC(=O)NNC(=O)C(C(C)C)N2C(=O)c3ccccc3C2=O)c1 (configuration not stated)
    -1, 0, 2, 1, 3, -1, -3, 2.2, 0
10. O=C(CNC(=O)c1ccc(Br)o1)Nc1cccc(-c2cnc3ccccc3n2)c1
    -4, -10, 2, 1, -4, -15, 2, -0.8, 7
11. CCCNCc1cc(OC)c(OCC(=O)NCCc2ccccc2)cc1Br
    -1, 0, -1, -3, -8, -5, 2, -5.3, 1
12. Cc1ccc(C(=O)NCC(=O)OCc2nnc(-c3ccccc3)o2)cc1
    -4, 2, -2, 1, -7, 2, 2, 2.1, 4
13. C=CCN1C(=O)c2ccc(C(=O)NCC(c3ccccc3)N(C)C)cc2C1=O (configuration not stated)
    -3, 3, 6, 3, -1, 3, 0, 4.7, 1
14. CC1=NNC(=O)C1CC(=O)N/N=C/c1sccc1C (configuration not stated)
    -2, -4, -4, 5, 4, 3, 2, -1.8, -10
15. CSCCC(NC(=O)COc1ccccc1)C(=O)NC1CCC(C)CC1 (configuration not stated)
    -2, -3, 4, 10, 1, 0, -3, 0.4, 12
16. Cc1cc(C)n(CCCNC(=O)c2ccc(S(=O)(=O)NCc3ccco3)cc2)n1
    1, -3, 0, 8, 3, 0, 1, -3.4, 13
17. O=C(N/N=C/c1cn(-c2ccccc2)nc1-c1cc2ccccc2o1)c1cccnc1
    -5, -127, 5, -1, -5, -104, 1, -2.3, -9
18. O=C(Nc1sc2c(c1CN1CCOCC1)CCC2)c1ccc(F)cc1
    -3, 0, 0, 1, -10, 0, 1, -0.3, 6
19. O=C(CN1C(=O)/C(=C\c2ccccc2Br)Oc2ccccc21)NCCCN1CCOCC1
    0, -2, -2, 4, 1, -1, -1, -1.6, -6
20. Cc1ccc(Cn2c(C(C)Nc3nc(C)cs3)nc3cc(Cl)c(Cl)cc32)cc1 (configuration not stated)
    3, 0, -27, 1, 7, -1, -2, -3.4, 2

(continued)
Below each SMILES – PAD4 inh, PME-1 inh, GLD-1 RNA inh, Bcl-xL primary, MCL1 BIM primary, Fam108B inh, TPT1 inh, MEX-5 binding, GSTO1 counter
21. Cc1ccc2cccc(SCC(=O)NCc3ccco3)c2n1
    -3, 5, -3, 1, 0, -2, -5, -2.7, 2
22. O=C(Nc1nc2ccccc2[nH]1)c1ccc(Cl)c(S(=O)(=O)N2CCCC2)c1
    -6, -3, 1, 8, 11, -4, -7, 4.1, -7
23. COc1ccc(/C=C/C(=O)NCCCc2ccccc2)cc1
    -2, 0, 1, 2, 7, -6, 1, -0.4, -2
24. Cc1nn(-c2ccccc2)c(=O)c2ccccc12
    -5, 0, -6, 2, 4, 4, 0, -1.6, 11
25. CCOC(=O)Cc1cc(-c2ccc(O)cc2)nc2ccc3ccccc3c12
    2, -3, 9, -4, -6, 0, -3, -1.3, -2
26. CC(=O)Oc1ccc([C@@H]2COc3c(ccc4c3C=CC(C)(C)O4)C2)c(OC(C)=O)c1
    0, 2, 5, 0, 0, 0, -6, -1.6, -1
27. CCOc1ccc(-n2c(O)cc(=O)[nH]c2=O)cc1
    -2, 2, -13, -3, -7, 1, 17, 6.1, -4
28. COC(=O)c1sccc1-c1ccc(/C=N/OC(=O)c2ccccc2)o1
    -4, 11, 7, 1, 0, -8, 0, 0.9, 0
29. CC(C)(C)c1ccc(OCC(=O)NNC(=O)C2CCCO2)cc1 (configuration not stated)
    2, -2, 5, 0, 3, 1, 3, -1.7, 2
30. CCOC(=O)c1cnc(SC2CC(=O)N(c3ccc(OC)c(OC)c3)C2=O)nc1N (configuration not stated)
    -2, 3, 3, 0, 3, 2, -3, -4.7, -1
31. CC1=CC2=NC(=O)CC(C)(C(=O)N(CC(=O)NC(C)(C)C)C3CCCC3)N2C=C1 (configuration not stated)
    4, 1, -1, -2, -16, 0, 1, 0.0, 5
32. CC(=O)c1c(C)[nH]c(C(=O)CSc2nnc(-c3ccc(Cl)cc3)n2CC2CCCO2)c1C (configuration not stated)
    -3, 4, 10, -1, 2, -3, -2, -2.6, -6
33. Cn1nnc2sc3c(c2c1=O)CCCC3
    -1, 0, 6, 8, 9, 4, 0, -1.1, 0
34. CCC(C)n1c(SCC(=O)Nc2ccc3[nH]c(=O)[nH]c3c2)nc2ccccc2c1=O (configuration not stated)
    -6, 13, -4, -2, -1, 3, 1, 2.4, 24
35. C=CCNC(=S)Nc1cc(Cl)ccc1OC
    1, 4, 4, 5, 24, 4, -1, -40*, -3
36. Nc1nonc1C(=O)NCCNC(=O)c1ccc(Cl)cc1
    0, -4, 1, 2, 0, -1, -3, -1.2, 2
37. CCOCCCNC(=O)C(NC(=O)c1ccc2c(c1)OCO2)c1ccccc1 (configuration not stated)
    0, 4, 5, 8, 2, 2, 0, -2.5, 4
38. Cc1ccc(S(=O)(=O)Oc2ccc(/C=C(/NC(=O)c3ccccc3)C(=O)NC(C)C(=O)O)cc2)cc1 (configuration not stated)
    -3, -3, 3, 5, 6, 0, -2, -2.6, 4
39. O=C(Cn1c(C(F)(F)F)nc2ccccc21)N=Nc1c(O)[nH]c2ccc(Br)cc12
    -1, 1, 3, 1, 5, -3, -4, 0.7, 5
40. Cc1nc(NC(=O)CSc2nnnn2Cc2ccccc2)sc1C
    -4, 6, -1, -1, 3, 0, -4, -5.7, 4

Continued:
Below each SMILES – PAD4 inh, PME-1 inh, GLD-1 RNA inh, Bcl-xL primary, MCL1 BIM primary, Fam108B inh, TPT1 inh, MEX-5 binding, GSTO1 counter
41. Cc1cc(C)cc(C(=O)NCC(=O)NNC(=O)CSc2ccccc2F)c1
    -3, 1, 4, 4, 4, /, /, /, /
42. COc1ccc(OC)c(S(=O)(=O)CC(=O)c2cc3ccc(OC)cc3oc2=O)c1
    -14, 2, 0, 14, 11, 2, 10, 1.7, 27
43. COCCNC(=O)c1cc(OC)c(OC)cc1[N+](=O)[O-]
    -5, 3, 1, 6, 8, 2, 0, 0.2, 4
44. CCc1nc(SCC(=O)NCc2ccc(F)cc2)c2c(=O)n(C)c(=O)n(C)c2n1
    0, -5, 2, 8, 4, -2, 1, 2.4, -2
45. O=C(CSc1nncs1)Nc1ccc(N2CCCCC2)cc1
    -4, -4, 5, 0, 0, /, /, /, /
46. Cc1cc(/C=N/n2cnnc2)c(C)n1-c1ccc(C(=O)O)cc1
    5, -7, 8, 3, -5, -1, -1, -0.6, 3
47. O=c1[nH]nc(Cc2ncc(C(F)(F)F)cc2Cl)c2ccccc12
    0, 6, 0, 7, 4, 5, -8, 0.3, 6
48. COc1ccc(OC)c(N(CC(=O)NC2CCCC2)S(=O)(=O)c2ccc(OC)c(OC)c2)c1
    -4, 1, 4, 3, 6, 6, -1, -1.0, 15
49. COc1ccc(C(=O)NC(=S)N(Cc2ccccc2)Cc2ccccc2)cc1
    4, -6, 8, 0, 7, -3, -1, 0.2, 0
50. CCOc1ccc(NC(=O)CCSc2nnc(C)s2)cc1
    -1, -3, -1, -3, 2, 1, -1, 0.8, 0
51. O=C(CN1CCOCC1)N(c1ccccc1)c1ccc2ccccc2c1
    -1, -3, 14, 3, 12, 5, -3, -0.7, 1
52. O=C(Cc1ccc(-n2cnnn2)cc1)NC12CC3CC(CC(C3)C1)C2
    -3, 4, 4, 7, 2, -2, 0, -0.3, 14
53. Cc1ccccc1C(=O)Nn1c(C)ccc1C
    0, 6, 5, 1, -3, -3, 2, -0.6, -1
54. COc1ccc(N2C(=O)CC(N3CCN(c4nc5ccccc5s4)CC3)C2=O)cc1 (configuration not stated)
    -4, -1, 1, 6, 2, -3, -1, 1.1, 9
55. COc1ccc(CNS(=O)(=O)c2cc3c4c(c2)C(C)C(=O)N4CCC3)cc1 (configuration not stated)
    -2, -2, 1, 2, 0, 0, 4, 2.7, -2
56. CCOC(=O)c1cnc2c(c(C)nn2C)c1Oc1ccc(OC)cc1
    0, 2, 0, -3, -7, -1, 2, 1.1, 12
57. CN(C)S(=O)(=O)c1ccc(NCC2COc3ccccc3O2)c([N+](=O)[O-])c1 (configuration not stated)
    -3, 12, 1, 8, 11, -4, -4, 2.5, 5
58. NC(=O)c1ccc(Nc2nnc(-c3ccc(O)cc3)c3ccccc23)cc1
    -1, -7, 1, 3, -2, -2, 1, 0.3, -20

Screening data (PubChem BioAssay)

Not all compounds are listed (hit frequency here may not be typical).
